Screens deposited in PubChem by Broad Institute.
YAP1 CTGF inhibition: YAP1 pathway inhibitors via CTGF transcript, primary screen, DLD1 colon cancer cells, RT-qPCR, single point (AID 743449); 9,900 compounds, 0.9% hits; inhibition, % at 12.5 µM; DLD1 CTGF mRNA qPCR, 24 h; hits give high values;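 active = mean normalized replicate activity at least 50 and at least half of replicates each reaching 50; inconclusive = only one of the two criteria met; inactive = neither criterion met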;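 also: 0% = neutral control wells and 100% = dasatinib control wells; higher means stronger suppression of CTGF expression like dasatinib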
Pax4 mRNA alpha TC1: activators of Pax4 gene expression, primary screen, RT-PCR, mouse alpha TC1 cells, single point (AID 1053180). mouse alpha TC1 cells, Pax4 mRNA qPCR, 6 days; hits give high values; 100% = Pax4 plasmid added at qPCR. activation, % at 10 µM. 9,600 compounds, 0.2% hits;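 active = highest normalized replicate activity of 15 or more, or at least half the replicates reach 15 or more; inactive = neither condition met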;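 also: pax4 Ct normalized to GAPDH with activation seen as lower delta delta Ct; plate controls were plate neutral control wells for no effect and Pax4 plasmid positive control for full effect; each compound tested in two replicate wells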
Active calls of the source: *; ? = inconclusive; . = not tested or not shown. The list is partial; count on the stated rates, not on these rows.

Under each structure – YAP1 CTGF inhibition, Pax4 mRNA alpha TC1
- C[C@H]1CN([C@@H](C)CO)C(=O)CCCn2nncc2CO[C@H]1CN(C)C(=O)Nc1ccc2c(c1)OCCO2
→ -11, 0.0
- C[C@@H]1CCCCO[C@H](CN(C)CC2CCCCC2)[C@@H](C)CN([C@H](C)CO)C(=O)c2cc(NC(=O)Nc3ccc(C(F)(F)F)cc3)ccc2O1
→ 20, 0.7
- CCNC(=O)C[C@H]1CC[C@@H]2[C@H](COC[C@@H](O)CN2C(=O)c2ccccn2)O1
→ -10, 0.0
- CCCNC(=O)N1C[C@H]2[C@@H](c3ccccc31)[C@H](CO)N2C(=O)CN1CCOCC1
→ -5, 0.0
- O=C(NC1CCCC1)N1CCCCN2[C@@H](CO)[C@@H](c3ccc(-c4cccnc4)cc3)[C@@H]2C1
→ -61, 0.0
- COC(=O)C[C@H]1C[C@H]2c3cc(N)ccc3O[C@H]2[C@H](CO)O1
→ 11, 0.0
- CCCC(=O)Nc1ccc2c(c1)C(=O)N(C)C[C@@H](OC)[C@H](C)CN(C(=O)c1ccccn1)[C@H](C)CO2
→ -8, 0.0
- C[C@@H]1CN([C@H](C)CO)C(=O)c2cccc(NC(=O)Nc3ccc(C(F)(F)F)cc3)c2O[C@H]1CN(C)S(=O)(=O)c1cn(C)cn1
→ -11, 0.0
- O=C(C1CCCCC1)N1[C@H](CO)[C@H]2c3ccccc3NC[C@H]21
→ -60, 0.0
- CC(C)NC(=O)N1[C@@H](C#N)[C@@H](c2ccc(C#CC3CCCCC3)cc2)[C@@H]1CO
→ -12, 0.0
- O=C(CCN1CCCCC1)N[C@H]1CC[C@H](CC(=O)N2CCC(Cc3ccccc3)CC2)O[C@H]1CO
→ ?, 0.0
- CNC[C@H]1OCCCC[C@@H](C)Oc2ccc(NC(=O)Nc3ccc(OC)cc3)cc2C(=O)N([C@H](C)CO)C[C@H]1C
→ -3, 0.0
- CCCNC(=O)N1[C@@H]2CN(C(=O)Nc3cccc(Cl)c3)c3ccccc3[C@@H]2[C@@H]1CO
→ 9, 0.0
- O=C(C[C@@H]1CC[C@@H](NC(=O)Nc2ccc(C(F)(F)F)cc2)[C@H](CO)O1)NCc1cccc(F)c1
→ 12, 0.0
- COc1ccc2c3c(n(C)c2c1)[C@H](CO)N(C(=O)Nc1ccc(F)cc1)CC31CCN(Cc2ccccn2)CC1
→ 1, 0.0
- CC(C)[C@H]1C/C=C\CCNC(=O)[C@@H](C)CC(=O)N1
→ -2, 0.0
- COc1ccccc1NC(=O)N1C[C@H]2[C@@H](c3ccccc31)[C@@H](CO)N2Cc1ccc2c(c1)OCO2
→ -17, 0.0
- C[C@@H](NC(=O)C[C@@H]1C=C[C@@H](NS(=O)(=O)c2cccc(F)c2)[C@H](CO)O1)c1ccccc1
→ 9, 0.0
- CN(C[C@H]1N[C@@H](CO)[C@H]1c1ccc(-c2cccc(F)c2)cc1)C(=O)CC1CC1
→ 0, 0.0
- COc1cccc(NC(=O)Nc2ccc3c(c2)C(=O)N(C)C[C@@H](OC)[C@H](C)CN(CC2CC2)[C@@H](C)CO3)c1
→ -1, 0.0
- COCCN(C[C@H]1[C@H](c2ccccc2)[C@@H](CO)N1C(=O)C1CC1)C(C)=O
→ 13, 0.0
- COc1ccc2c3c(n(C)c2c1)[C@H](CO)N(Cc1cccnc1)CC31CCN(C(=O)NC(C)C)CC1
→ 19, 0.0
- O=C(C1CCOCC1)N1CC[C@@H]2[C@@H](CO)Nc3ccc(-c4cccc(F)c4)cc3[C@@H]21
→ -12, 0.0
- CCCN1CCC2(CC1)CN(Cc1ccc3c(c1)OCO3)[C@H](CO)c1[nH]c3cc(OC)ccc3c12
→ -27, 0.1
- Cc1noc(C)c1S(=O)(=O)Nc1ccc2c(c1)C(=O)N([C@@H](C)CO)C[C@@H](C)[C@H](CN(C)C(=O)Nc1cccc3ccccc13)OCCCC[C@H](C)O2
→ 12, 0.0
- O=C(c1ccccc1F)N1CC(=O)N2[C@H](C1)[C@@H](c1ccc(C#Cc3ccccc3)cc1)[C@@H]2CO
→ ?, 0.0
- O=C(NC1CCCC1)N1CCCCN2[C@H](CO)[C@@H](c3ccc(-c4cccnc4)cc3)[C@@H]2C1
→ 12, 0.0
- Fc1cccc(-c2ccc(C3[C@H]4CNC[C@@H]3N4CC3CCOCC3)cc2)c1 (some centres undefined)
→ -35, 0.0
- C[C@H](CO)N1C[C@H](C)[C@@H](CN(C)C(=O)CCC(F)(F)F)OCc2cnnn2CCCC1=O
→ 18, 0.0
- O=C(C1CCCCC1)N1CC2(C1)[C@H](c1ccccc1)[C@H](CO)N2C(=O)c1cccnc1
→ 14, .
- N#C[C@@H]1[C@H](c2ccc(C3=CCCCC3)cc2)[C@H](CO)N1S(=O)(=O)c1ccccc1
→ 2, 0.0
- CO[C@H]1CN(C)C(=O)c2cc(NC(=O)c3ccc(F)cc3)ccc2OC[C@H](C)N(C(=O)CC2CC2)C[C@@H]1C
→ -15, 0.0
- O=C(C[C@@H]1CC[C@@H]2[C@H](COC[C@H](O)CN2Cc2ccc(Oc3ccccc3)cc2)O1)N1CCN(c2ccccc2)CC1
→ 3, 0.1
- CN(C)C(=O)C[C@H]1C=C[C@H](NC(=O)c2ccc(F)cc2)[C@@H](CO)O1
→ -23, 0.0
- COCC(=O)Nc1ccc2c(c1)[C@@H]1C[C@H](CC(=O)N3CCOCC3)O[C@H](CO)[C@@H]1O2
→ 8, 0.0
- CCC(=O)N1CC2(C1)[C@H](c1ccc(-c3ccccc3C)cc1)[C@H](CO)N2C(=O)CC
→ 10, .
- CN(C[C@@H]1[C@@H](c2ccccc2)[C@H](CO)N1Cc1ccccn1)S(C)(=O)=O
→ 11, 0.0
- COCC(=O)Nc1ccc2c(c1)[C@H]1C[C@H](CC(=O)NCc3ccc4c(c3)OCO4)O[C@@H](CO)[C@H]1O2
→ -1, 0.0
- Cc1ccccc1S(=O)(=O)N1CC[C@@H]2[C@H]1c1cc(-c3ccc(F)cc3)ccc1N[C@@H]2CO
→ -18, 0.0
- C[C@@H]1COCc2cnnn2CC[C@@H](Cc2ccccc2)C(=O)N1
→ ?, 0.0

Profiles from above:
`O=C(C[C@@H]1CC[C@@H]2[C@H](COC[C@H](O)CN2Cc2ccc(Oc3ccccc3)cc2)O1)N1CCN(c2ccccc2)CC1` in the list: YAP1 CTGF inhibition: 3; Pax4 mRNA alpha TC1: 0.1
`C[C@@H]1COCc2cnnn2CC[C@@H](Cc2ccccc2)C(=O)N1` in the list: YAP1 CTGF inhibition: ?; Pax4 mRNA alpha TC1: 0.0
`C[C@H](CO)N1C[C@H](C)[C@@H](CN(C)C(=O)CCC(F)(F)F)OCc2cnnn2CCCC1=O` in the list: YAP1 CTGF inhibition: 18; Pax4 mRNA alpha TC1: 0.0

Additional structures
Under each structure – YAP1 CTGF inhibition, Pax4 mRNA alpha TC1
- COc1ccc(S(=O)(=O)Nc2ccc3c(c2)CC(=O)N([C@@H](C)CO)C[C@@H](C)[C@H](CN(C)C(=O)Nc2c(C)noc2C)O3)cc1
→ 8, 0.0
- O=C(CN1CCOCC1)N1CC[C@@H]2[C@H](CO)Nc3ccc(Br)cc3[C@@H]21
→ -2, 0.0
- CN(C)C(=O)C[C@@H]1C[C@@H]2c3cc(NC(=O)c4cccnc4)ccc3O[C@@H]2[C@H](CO)O1
→ 8, 0.0
- C/C=C/c1ccc([C@H]2[C@@H](CO)N3CCCCN(CCC(F)(F)F)C[C@@H]23)cc1
→ 1, 0.0
- CCC(=O)N1[C@@H]2c3cccc(=O)n3C[C@H]1[C@H](CO)[C@H]2C(=O)NC1Cc2ccccc2C1
→ 18, 0.0
- COc1ccc(NC(=O)N(C)C[C@@H]2OCc3ccccc3-c3ccccc3C(=O)N([C@@H](C)CO)C[C@@H]2C)c(OC)c1
→ 34, 0.0
- C/C=C/c1ccc([C@H]2[C@H](CO)N[C@H]2CN(CC(C)C)C(=O)c2ccccn2)cc1
→ -5, 0.0
- O=C(C[C@H]1CC[C@H]2NC[C@H](O)COC[C@@H]2O1)Nc1nccs1
→ -6, 0.1
- COc1ccc2c3c([nH]c2c1)[C@@H](CO)N(S(C)(=O)=O)CC31CN(C(=O)c2ccccc2)C1
→ 15, 0.0
- O=C(C[C@H]1CC[C@@H]2[C@H](COC[C@@H](O)CN2Cc2ccc(F)cc2)O1)NCCc1ccccc1
→ -23, 0.0
- COCc1cn(CC[C@@H]2CC[C@H](NC(=O)Nc3c(C)noc3C)[C@@H](CO)O2)nn1
→ 5, 0.0
- O=C(O)C[C@H]1C[C@@H]2c3cc(NC(=O)Cc4ccncc4)ccc3O[C@@H]2[C@H](CO)O1
→ -15, 0.0
- CN1C(=O)c2cc(NC(=O)NCc3ccccc3)ccc2OC[C@H]2O[C@H](CC(=O)NCC3CCCCC3)CC[C@H]21
→ -10, 0.0
- COc1ccc(NC(=O)N2CCCCN3[C@@H](CO)[C@@H](c4ccc(-c5ccccc5F)cc4)[C@@H]3C2)cc1
→ -9, 0.2
- COCC#Cc1ccc([C@H]2[C@H](CO)N3CCCCN(C(=O)NC4CCCC4)C[C@@H]23)cc1
→ -4, 0.0
- CNC[C@H]1OCc2cnnn2CCCC(=O)N([C@H](C)CO)C[C@H]1C
→ 8, 0.0
- C[C@H]1CN([C@@H](C)CO)C(=O)c2cc(/C=C/c3ccccc3)cnc2O[C@@H]1CN(C)S(=O)(=O)c1ccccc1F
→ -18, 0.1
- COc1cccc(CN2CC3(CCN(C)CC3)c3c([nH]c4cc(OC)ccc34)[C@@H]2CO)c1
→ -17, 0.0
- CO[C@@H]1CN(C)C(=O)c2ccc(NC(=O)Nc3ccccc3Cl)cc2OC[C@H](C)NC[C@@H]1C
→ -6, 0.0
- COc1cccc(S(=O)(=O)N2CC[C@@H]3[C@H](CO)Nc4ccc(C#Cc5cccnc5)cc4[C@@H]32)c1
→ 21, 0.0
- CN(C)C(=O)c1ccc(-c2ccccc2[C@H]2[C@@H](CO)N(C(=O)C3CC3)[C@H]2C#N)cc1
→ -26, 0.0
- CO[C@@H]1CC[C@@H]2CCOc3c(C#N)cccc3C(=O)N(C)C[C@@H](c3ccccc3)CC(=O)N(C)C[C@H]1O2
→ 14, 0.0
- C[C@@H]1CN([C@@H](C)CO)C(=O)CCCn2nncc2CO[C@@H]1CN(C)C(=O)Nc1ccccc1C(F)(F)F
→ -11, 0.0
- CO[C@@H](C(=O)N(C)C[C@H]1OCc2ccccc2-c2ccccc2C(=O)N([C@@H](C)CO)C[C@@H]1C)c1ccccc1
→ -13, 0.0
- O=C(c1ccccc1F)N1C[C@H]2[C@@H](c3ccccc31)[C@H](CO)N2Cc1ccc2c(c1)OCO2
→ 35, 0.0
- CCC(=O)Nc1ccc2c(c1)C(=O)N(C)C[C@@H](OC)[C@H](C)CN(Cc1nccs1)[C@@H](C)CO2
→ -14, 0.0
- Cc1ccc(S(=O)(=O)Nc2ccc3c(c2)C(=O)N([C@@H](C)CO)C[C@H](C)[C@@H](CN(C)S(=O)(=O)c2cccs2)OCCCC[C@@H](C)O3)cc1
→ -16, 0.0
- C[C@H](CO)N1C[C@H](C)[C@@H](CN(C)S(=O)(=O)c2ccc(Cl)cc2)Oc2c(NC(=O)Nc3ccc(F)cc3)cccc2C1=O
→ ?, 0.0
- COc1ccccc1NC(=O)N1C[C@@H]2[C@H](c3ccccc31)[C@H](CO)N2Cc1ccc2c(c1)OCO2
→ 2, 0.0
- C[C@H](CO)N1C[C@H](C)[C@H](CN(C)S(=O)(=O)c2ccccc2)OCCCC[C@H](C)Oc2ccc(NC(=O)Nc3ccc4c(c3)OCO4)cc2C1=O
→ ?, 0.0
- CCc1csc(N2[C@H](CO)[C@H](c3ccccc3)[C@@H]2CNC)n1
→ -11, 0.0
- CO[C@H]1CN(C)C(=O)c2ccc(NS(C)(=O)=O)cc2OC[C@H](C)N(CC2CC2)C[C@@H]1C
→ 16, 0.0
- CN1C(=O)c2cc(NC(=O)Cc3cccs3)ccc2OC[C@H]2O[C@H](CC(=O)NCCCN3CCOCC3)CC[C@@H]21
→ -39, 0.0
- COc1cccc(NC(=O)C[C@@H]2CC[C@H]3[C@@H](COc4ccc(NC(=O)C5CC5)cc4C(=O)N3C)O2)c1
→ 11, 0.0
- CCC(=O)N1C[C@@H]2[C@H](c3ccccc31)[C@H](CO)N2Cc1ccc(F)cc1
→ 14, 0.0
- COc1ccc2c3c(n(C)c2c1)[C@@H](CO)NCC31CN(C(=O)c2cccc(F)c2)C1
→ -8, 0.0
- COCC(=O)N1CC[C@H]2[C@@H]1c1cc(-c3cccc(F)c3)ccc1N(C)[C@H]2CO
→ 7, 0.0
- N#Cc1ccc(-c2ccc3c(c2)[C@H]2[C@H](CCN2C(=O)c2cccnc2)[C@@H](CO)N3)cc1
→ 11, 0.0
- CO[C@H]1CN(C)C(=O)c2cc(NC(=O)NC(C)C)ccc2OC[C@H](C)N(Cc2ccccc2)C[C@@H]1C
→ -8, 0.0
- O=C(C[C@H]1CC[C@H]2[C@@H](COC[C@H](O)CN2Cc2cccc(Cl)c2)O1)NCc1cccc(F)c1
→ 6, 0.0
- COCC#Cc1ccc([C@@H]2[C@H](C#N)N(C(=O)Cc3ccccc3)[C@H]2CO)cc1
→ 14, 0.0
- COCC(=O)Nc1ccc2c(c1)C(=O)N(C)[C@@H]1CC[C@@H](CC(=O)NCCCN(C)C)O[C@H]1CO2
→ 5, 0.0
- CN1CCN(C(=O)C[C@@H]2CC[C@@H]3[C@H](COc4ccc(NC(=O)c5cccs5)cc4C(=O)N3C)O2)CC1
→ -18, 0.0
- CC(C)c1cn(CC[C@H]2CC[C@@H](NS(=O)(=O)c3ccc(F)cc3)[C@@H](CO)O2)nn1
→ -6, 0.0
